Rtt109 Vps75 – C. albicans Rtt109 histone acetyltransferase inhibition | purified Rtt109/Vps75, ThioGlo CoA-SH fluorescence, 4 h | inhibition, % at 34.9 µM | 330,000 tested, 0.16% active | AID 540336;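 active means inhibition of at least 50% in every replicate; inconclusive means best replicate reaches 50% inhibition but some replicates fall short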
Target sequence (Q5AAJ8 whole entry, looked up): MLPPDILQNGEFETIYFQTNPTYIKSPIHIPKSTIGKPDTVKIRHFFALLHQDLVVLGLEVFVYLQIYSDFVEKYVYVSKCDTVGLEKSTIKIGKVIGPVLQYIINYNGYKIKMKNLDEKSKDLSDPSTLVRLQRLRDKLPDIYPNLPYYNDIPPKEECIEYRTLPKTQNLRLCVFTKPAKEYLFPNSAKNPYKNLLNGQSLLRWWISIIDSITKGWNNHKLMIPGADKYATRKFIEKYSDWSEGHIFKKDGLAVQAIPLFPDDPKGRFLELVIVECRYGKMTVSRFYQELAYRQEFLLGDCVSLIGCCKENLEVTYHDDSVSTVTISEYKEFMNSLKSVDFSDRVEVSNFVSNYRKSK
CAL PDZ FP-1 – blocks peptide binding to the human CAL PDZ domain | AID 602252 | 300,000 tested, 0.92% active | inhibition, % at 24.9 µM | purified CAL PDZ, TMR-peptide fluorescence polarization, 1 h | Q9HD26;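 active means mean inhibition of at least 30% with at least half of replicates also reaching 30%; inconclusive means no clear call, values can overlap the other calls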;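 further: 0% = DMSO neutral control and 100% = excess unlabeled competitor peptide PRC23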
PfHsp90 set2 – growth inhibition of yeast expressing Plasmodium Hsp90. S. cerevisiae expressing PfHsp90, BacTiter-Glo ATP, 48 h; yeast lacking PDR1 and PDR3 efflux regulators. inhibition, % at 9.4 µM. 310,000 tested, 0.32% active;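 active means every replicate shows inhibition above about 80%, whatever the replicate mean, limit read from the data; inconclusive means mean inhibition reaches the set limit but some replicate falls short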;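 further: 0% = DMSO neutral controls and 100% = 20 µM radicicol positive controls; yeast relying on Plasmodium falciparum Hsp90 in place of its own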
CAL PDZ FP-2 – human CAL PDZ-peptide interaction inhibition. purified CAL PDZ, TMR-peptide fluorescence polarization, 1 h. inhibition, % at 20 µM. 330,000 tested, 0.02% active. AID 504414;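 active means highest replicate inhibition of at least 40%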;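 further: plate controls were DMSO neutral control wells for no effect and unlabeled competitor peptide control wells for full effect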
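Material: tagged CAL PDZ domain; buffer or medium: 25 mM sodium phosphate pH 7.4, 150 mM NaCl, TCEP, IgG, Thesit; compound dosing: single point, 20 µM; schedule: 1 h incubation at room temperature before polarization reading; measured by: FP readout, S and P plane fluorescence; read-out basis: percent inhibition from loss of millipolarization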
MITF act – MITF TRPM1 promoter activation in melanoma cells | SK-MEL-5 TRPM1-promoter luciferase, 24 h; % of positive control, neutral wells = 0 | activation, % at 12.5 µM | 300,000 tested, 0.75% active | AID 588334;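 active means mean activation of at least 80% with every replicate also reaching 80%; inconclusive means mean reaches 80% but some replicate falls short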;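 further: 0% = neutral control wells and 100% = parthenolide positive control wells; values of inactives mirror those of a sister screen read the other way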
SR-BI DiI inh – mouse SR-BI HDL lipid transfer inhibition; inhibition, % at 12.5 µM; ldlA[mSR-BI] CHO cells, DiI-HDL uptake fluorescence, 3 h; Q61009; 320,000 tested, 0.96% active; AID 488896;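 active means mean replicate inhibition of at least 70% and a set share of replicates each scoring 70 or more; inconclusive means meets just one of the two criteria; inactive means fails both criteria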;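 further: 0% = median of neutral control wells and 100% = median of positive control wells; values of inactives mirror those of a sister screen read the other way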
Target sequence (Q61009 whole entry, looked up): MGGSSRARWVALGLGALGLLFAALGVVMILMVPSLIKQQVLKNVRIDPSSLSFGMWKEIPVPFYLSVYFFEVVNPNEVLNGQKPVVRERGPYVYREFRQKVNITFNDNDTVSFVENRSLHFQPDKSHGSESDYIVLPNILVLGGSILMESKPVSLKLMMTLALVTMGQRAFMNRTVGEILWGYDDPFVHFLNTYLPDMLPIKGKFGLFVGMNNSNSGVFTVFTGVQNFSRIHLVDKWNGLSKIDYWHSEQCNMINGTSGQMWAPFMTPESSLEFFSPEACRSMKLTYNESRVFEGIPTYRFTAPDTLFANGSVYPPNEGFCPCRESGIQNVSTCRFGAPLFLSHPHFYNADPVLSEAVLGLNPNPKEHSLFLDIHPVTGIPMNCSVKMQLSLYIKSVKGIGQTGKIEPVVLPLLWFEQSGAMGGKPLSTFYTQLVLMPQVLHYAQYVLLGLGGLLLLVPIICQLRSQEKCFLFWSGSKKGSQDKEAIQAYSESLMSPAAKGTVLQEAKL
PvdQ inh – blocks Pseudomonas aeruginosa PvdQ acylase activity; purified PvdQ acylase, fluorescence plate reader; inhibition, % at 10 µM; 340,000 tested, 0.063% active; in the data active means inhibition above about 30%, passing the limit was not always enough; inconclusive means no clear call, values can overlap the other calls;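 further: 0% = vehicle neutral wells and 100% = reference inhibitor wells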
SR-BI DiI-HDL act – activators of SR-BI mediated HDL lipid uptake | CHO ldlA[mSR-BI] cells, DiI-HDL uptake fluorescence, 3 h; 100 = double the neutral-control signal | 320,000 tested, 0.096% active | activation, % at 12.5 µM;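 active means mean replicate activation of at least 60% and every replicate at or above 60%; inconclusive means mean or all-replicate condition met, but not both; inactive means mean below 60% and not all replicates reaching 60%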;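 further: 0% = median plate neutral-control signal and 100% = twice that signal; values of inactives mirror those of a sister screen read the other way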
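Assay system: LDL receptor-deficient CHO ldlA cells overexpressing murine SR-BI / Medium: BSA-supplemented, HEPES-buffered Ham's F12, pH 7.4 / Probe or stimulus: DiI-labelled HDL at 10 µg/mL final / Timing: compound with DiI-HDL co-incubation, 3 h at 37 °C / Technique: bottom-read cell fluorescence after medium removal, ex 550/em 595 nm / Measure: HDL uptake via cellular fluorescence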
NSD2 HMT inh – blocks human histone methyltransferase NSD2. 310,000 tested, 0.54% active. NSD2 peptide methylation, AlphaScreen, 120 min. O96028. inhibition, % at 12.5 µM; in the data active means inhibition above about 50%
dFosB activator – enhances mouse delta FosB homodimer DNA binding; P13346; purified delta FosB, TAMRA-CDK5 oligo fluorescence polarization; percent of positive-control signal above neutral wells; activation, % at 25 µM; 340,000 tested, 0.99% active;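 active means mean activation above about 17%, with every replicate also reaching it, limit read from the data, passing the limit was not always enough; inconclusive means only one of the two conditions met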;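 further: fluorescence polarization rise as delta FosB binds a TAMRA Cdk5 AP-1 oligo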
* hit, by the source's call; ? = inconclusive; · = not tested or not shown.

SMILES	Rtt109 Vps75	CAL PDZ FP-1	PfHsp90 set2	CAL PDZ FP-2	MITF act	SR-BI DiI inh	PvdQ inh	SR-BI DiI-HDL act	NSD2 HMT inh	dFosB activator
COc1ccc(Cl)c(Cn2c(NCc3ccccn3)nc3c2c(=O)n(C)c(=O)n3C)c1	-6	·	32	0.0	2	-25	-1	25	·	1
CCc1ccc(CNC(=O)C2CCCN(S(=O)(=O)N(CC)c3ccccc3)C2)cc1 (stereo unspecified)	-6	2	-15	0.0	2	0	-10	0	-1	-10
CCOC(=O)N1CCN(C(=O)CC(C(=O)N2CCc3ccccc32)n2ccnc2)CC1 (stereo unspecified)	-6	-2	-6	0.0	-8	-26	2	26	·	0
Cc1ccccc1-c1cc(C(=O)NCc2ccco2)n(CC2CC(c3cccnc3)=NO2)n1 (stereo unspecified)	-11	-3	·	-2.0	-12	34	6	-34	·	-3
O=C(N/N=C/c1cccc2nccnc12)c1ccccc1O	21	·	-9	-3.9	-21	·	1	·	·	23*
COc1ccc(Cc2c[nH]c(=O)[nH]c2=O)cc1	-6	1	-10	-2.1	-3	17	-13	-17	-2	0
O=C(CSc1nc(O)cc(=O)n1-c1ccccc1)c1ccc(Br)cc1	0	3	2	2.2	-1	-8	-7	8	-1	-12
COc1cccc(N2CC(=O)Nc3c(oc4nc(-c5ccccc5)cc(C)c34)C2=O)c1	-4	-3	9	-1.8	8	5	-17	-5	-1	-9
COc1ccc(N2C(=O)CC(Nc3ccc(N4CCOCC4)cc3)C2=O)c(OC)c1 (stereo unspecified)	5	-5	-10	·	-1	-2	4	2	4	-6
CCCCN(C(=O)CSc1cc(C)c2ccccc2n1)c1c(N)n(Cc2ccccc2)c(=O)[nH]c1=O	5	-1	-5	-0.8	10	7	-13	-7	0	-5
O=c1c(-c2ccccc2)c(O)c2ccccc2n1-c1ccccc1	-4	-5	-19	-0.6	8	-2	16	2	1	1
O=C(CNC(=O)c1ccc(Cl)cc1Cl)NCC(=O)Nc1ccccc1N1CCOCC1	2	-5	11	-0.6	-8	10	-4	-10	-1	-4

Part of the list above in order of SMILES length, high to low:
SMILES	Rtt109 Vps75	CAL PDZ FP-1	PfHsp90 set2	CAL PDZ FP-2	MITF act	SR-BI DiI inh	PvdQ inh	SR-BI DiI-HDL act	NSD2 HMT inh	dFosB activator
Cc1ccccc1-c1cc(C(=O)NCc2ccco2)n(CC2CC(c3cccnc3)=NO2)n1 (stereo unspecified)	-11	-3	·	-2.0	-12	34	6	-34	·	-3
COc1ccc(N2C(=O)CC(Nc3ccc(N4CCOCC4)cc3)C2=O)c(OC)c1 (stereo unspecified)	5	-5	-10	·	-1	-2	4	2	4	-6
O=c1c(-c2ccccc2)c(O)c2ccccc2n1-c1ccccc1	-4	-5	-19	-0.6	8	-2	16	2	1	1

Next section:
SMILES	Rtt109 Vps75	CAL PDZ FP-1	PfHsp90 set2	CAL PDZ FP-2	MITF act	SR-BI DiI inh	PvdQ inh	SR-BI DiI-HDL act	NSD2 HMT inh	dFosB activator
OCC[C@H]1C[C@@H](O)[C@H](O)[C@]2(Cc3ccccc3O2)O1	-14	0	-13	0.3	13	-10	-4	10	·	0
CC1(OC(=O)CCc2ccccc2)C(=O)C=C2C=C(c3ccc(C#N)cc3)N(Cc3ccco3)C=C2C1=O (stereo unspecified)	-8	-2	-7	0.9	19	10	3	-10	·	-9
O=C(Nc1ccc(Br)cc1Cl)c1ccc2c(=O)n3c(nc2c1)CCC3	2	-5	-1	-3.9	?	7	-5	-7	0	-16
O=C(/C=C/c1ccccc1)N1CCN(C(=O)c2ccco2)CC1	-1	-4	·	·	10	-16	12	16	2	-11
Cc1cc(C(=O)CN2C(=O)NC3(CCCCCC3)C2=O)c(C)n1C	-2	-2	-12	-2.3	25	15	-5	-15	1	-12
CCOc1ccc(NC(=O)C2CCC(CNc3c(N4CCC(C)CC4)c(=O)c3=O)CC2)cc1 (stereo unspecified)	1	-4	19	0.1	-1	43	-7	-43	0	1
CCOC(=O)c1ccc(NC(=S)NCc2cccnc2)cc1	4	·	9	0.5	-6	-1	-11	1	-4	-4
O=C1CN(C(=O)c2ccccc2)C(c2ccccc2)c2cc(F)ccc2N1 (stereo unspecified)	10	-2	21	0.5	1	-75	-5	?	0	5
CCN(CC)C(=O)c1ccc2nc(-c3ccccc3)c(-c3ccccc3)nc2c1	1	-6	-17	-0.7	0	28	2	-28	0	-2
C=CCNC(=O)CCCCC(=O)NCC=C	-1	-3	42	-0.9	·	-9	-15	9	-3	5
COc1ccc(NC(=O)CN(C)C(=O)c2ccccc2OC)cc1	-7	-2	5	-1.7	·	-6	0	6	0	2
COc1ccc(NC(=O)CCCn2cnc3ccccc3c2=O)cc1	-6	10	-9	-0.1	0	1	-4	-1	6	-13

(next part)
Each structure is followed by: Rtt109 Vps75	CAL PDZ FP-1	PfHsp90 set2	CAL PDZ FP-2	MITF act	SR-BI DiI inh	PvdQ inh	SR-BI DiI-HDL act	NSD2 HMT inh	dFosB activator
Cc1cccc(C)c1NC(=O)Cn1nnc(-c2ccc(CN3CCC(C)CC3)cc2)n1
    4	·	29	-0.3	5	-3	-10	3	-1	-2
Cc1nn2c(CN(C(=O)COc3ccccc3)c3ccccc3)nnc2c2ccccc12
    -4	3	-2	-2.7	-11	-20	-14	20	0	-16
O=C(O)c1cccnc1SC1CC(=O)N(Cc2ccccc2)C1=O (stereo unspecified)
    -1	-3	-3	-2.5	-4	-1	-6	1	2	-7
CN(C(=O)CSc1cccc[n+]1[O-])C1CCCCC1
    -2	·	2	-0.9	1	-7	3	7	-1	1
CCC(C)N1C(=O)CCC1C(=O)N1CCN(c2ccccc2F)CC1 (stereo unspecified)
    10	-3	1	-0.1	4	-31	12	31	5	-2
COc1ccc(C2N3CC4(C)CN2CC(C)(C3)C4)cc1OC (stereo unspecified)
    1	0	3	-1.4	0	-1	-8	10	-3	4
Cc1cccc(N2CC(C(=O)Nc3nnc(SCC(=O)N4CCOCC4)s3)CC2=O)c1 (stereo unspecified)
    -1	·	-22	-2.0	-5	5	-8	-5	-1	-12
O=C(NCCN1CCOCC1)c1ccccc1[N+](=O)[O-]
    1	0	-2	-0.9	8	·	-10	·	1	-1
CCC1=C(OC(=O)N(CC)CC)N2C(=O)OC(=NCC(=O)OC)[C@]2(Cc2ccccc2)[C@H]2C1=CC[C@H]1C(=O)N(CC(=O)OC)C(=O)[C@H]12
    7	-4	·	-0.4	-2	-23	-3	23	·	-9
COc1cc(OC)cc(C(=O)NNC(=S)NCc2ccco2)c1
    -2	·	5	0.6	-10	4	-5	-4	0	-1
Cc1ccc(NCc2ccc(O)c3ncccc23)cc1C
    10	-12	-6	0.9	-3	12	-8	-12	-1	-4
Nc1ccn(Cc2cccc(Cl)c2)n1
    -1	-3	6	-0.5	-3	-5	3	5	1	6
Cc1c(C)n(CCCN(C)C)c2ncnc(Nc3ccc(F)cc3)c12
    -8	-1	44	-0.8	17	3	-1	-3	6	6
COc1ccc(-c2cc(C)no2)cc1S(=O)(=O)NCCCN1CCCCCC1
    16	1	-4	-3.1	-6	38	1	-38	-2	-4
O=C(Nc1c[nH]c(=O)[nH]c1=O)c1ccccc1Cl
    3	-7	26	-0.3	3	-6	4	6	-2	-5
O=C(NNC(=O)c1ccc(-c2ccccc2)cc1)c1ccccc1
    2	-2	-56	-1.1	38	6	-6	-6	16	6
COc1ccc(NC(=O)C2=CCN(S(=O)(=O)c3ccccc3)CC2)cc1OC
    3	-2	-2	-0.9	-8	·	-12	·	0	-13
CCN(CC)C(=O)c1cccc(NC(=O)c2cc(-c3ccccn3)nc3ccccc23)c1
    -3	-8	·	-0.7	-6	75*	-11	-75	1	-17
Cc1nn(CC(C)C(=O)N2CCN(S(=O)(=O)c3ccc(Cl)cc3)CC2)c(C)c1C (stereo unspecified)
    5	-3	10	-1.7	5	·	-6	·	1	-8
Cc1cccc(N2CCN(C(=O)c3ccc(CNc4c(N5CCC(C)CC5)c(=O)c4=O)cc3)CC2C)c1 (stereo unspecified)
    ·	2	20	-1.9	-14	2	1	-2	-1	-8
C=CCC1(Cl)C(=O)C(Cl)=C(N2CCN(C)CC2)C1(OC)OC (stereo unspecified)
    -2	-2	11	-0.3	-3	-1	4	1	-1	2
CCn1c(C)c2c([n+]1CC)CC(C)(C)CC2=O
    -2	-2	·	-2.3	5	3	-7	-3	1	-1
O=C(NCCN1CCOCC1)c1cc(-c2ccccc2)on1
    -13	-5	0	-2.8	7	-26	-3	26	-2	-6
COC(CNS(=O)(=O)c1ccc(S(=O)(=O)N2CCCC2)cc1)OC
    -1	4	0	-0.7	7	-1	9	1	-1	-5
C=CC[C@@H](Cc1ccc(F)cc1)C(=O)OC[C@H]1CCCN1C(=O)[C@H](CC=C)CC(=O)NCCO
    -8	-1	-1	-0.9	-9	25	-15	-25	·	-5
COc1ccc(/C=N/NC(=O)CNS(=O)(=O)c2ccccc2)cc1
    14	-3	16	-0.2	·	-12	-1	12	-1	-1
CC1CCN(S(=O)(=O)N2CCC(C(=O)NCCc3ccccc3)CC2)CC1
    1	-1	6	-2.2	-9	3	-11	-3	-3	-4
CCCNC(=O)CSC1=N/C(=C/c2ccc(F)cc2)C(=O)N1CC
    -8	-1	-5	0.4	0	-9	13	9	-5	4
Cc1cc(-c2ccn[nH]2)c(C)s1
    -5	-3	-5	-0.1	-4	-15	-8	15	-5	0
COc1nc(-c2ccccc2)c2cc(Br)ccc2n1
    0	-2	3	-2.1	·	0	-7	0	-3	-18

No enrichment for hits; about 4.3% have a hit in one of these screens.
